Assay outcomes: PubChem BioAssay, several laboratories
ER stress rescue = protection against thapsigargin-triggered cell killing – 384-well, CSM14.1, ATP luminescence, primary screen (AID 1222); CSM14.1 thapsigargin-induced death rescue, ATP luminescence; higher % means a stronger effect; cellular ATP content (survival), % at 20 µM; hits with a dose series show EC50 in µM; 190,000 tested, under 10 active;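 active = EC50 below 50 µM in the dose-response confirmation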;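 also: death triggered by thapsigargin at about 15 µM added after 2 h compound pretreatment; cell ATP read after overnight thapsigargin exposure of roughly 18 to 22 hours; normalized against plate controls of thapsigargin alone and 5% DMSO vehicle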
West Nile antiviral = inhibition of WNV-induced cytopathic effect – cell-based, CPE readout (AID 1621) | 0.02% of 290,000 active | CPE inhibition, % at 10 µM; hits with a dose series show IC50 in µM | West Nile virus-infected cells, CPE inhibition; higher % means a stronger effect; in the data active = a potency from the dose series; inconclusive = CPE inhibition mostly from about 3.7% at the one dose, without a potency; inactive = the rest, 99 in 100 with CPE inhibition below about 2.2%; also: strong numbers were not always called active
K1F lysis inhibition = protection from phage-mediated lysis, alamar blue read-out – E. coli UTI89, K1F phage, bacterial capsule biogenesis inhibitors (AID 488966). E. coli UTI89 K1F phage lysis, alamar blue, 2 h; higher % means a stronger effect. inhibition, % at 100 µM, or IC50 in µM where a hit was titrated. 0.02% of 340,000 active;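 active = phage lysis inhibition, versus mean bacterial control, above a set limit; inconclusive = no clear call, values can overlap the other calls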;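 also: capsule biogenesis inhibitors block K1F phage lysis so surviving cells raise fluorescence; higher fluorescence means more inhibition of phage lysis; actives were called in the ten point dose series up to 300 µM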
RSV CPE inhibition = RSV antiviral activity via CPE protection, HEp-2 cells, primary 10 µM value included (AID 2391); HEp-2 cells, RSV-induced CPE inhibition; higher % means a stronger effect; CPE inhibition, % at 10 µM; hits with a dose series show IC50 in µM; 0.13% of 310,000 active; in the data active = a potency from the dose series; inconclusive = CPE inhibition mostly from about 23% at the one dose, without a potency; inactive = the rest, 99 in 100 with CPE inhibition below about 21%; also: strong numbers were not always called active
XIAP antagonists = XIAP antagonists, biochemical, IAP family, fluorescence polarization (AID 1018) | XIAP BIR domain, fluorescence polarization peptide displacement; higher % means a stronger effect | displacement, % at 20 µM; hits with a dose series show IC50 in µM | 0.007% of 200,000 active; in the data active = displacement above about 50%; also: a part of the inactive calls stands beside numbers as strong as those of hits
WT yeast gro inh = growth inhibition of WT yeast, mitochondrial fusion screen; mitochondrial fusion phenotypic screen, WT strain; inhibition, % at 10 µM; 2.1% of 190,000 active; AID 1362; in the data active = inhibition above about 58%; tested in S. cerevisiae
NS5 inhibitors = Dengue-2 NS5 methyltransferase inhibitors, primary screen, biochemical, confirmation dose response (AID 588689); inhibition, % at 25 µM, or IC50 in µM where a hit was titrated; 0.3% of 340,000 active; Dengue-2 NS5 methyltransferase capping enzyme assay, biochemical; higher % means a stronger effect; in the data active = a potency from the dose series; inconclusive = inhibition above about 29% without an active follow-up result
Large T inhibition = TAg ATPase/helicase activity blockers – biochemical (AID 1903); inhibition, % at 20 µM; hits with a dose series show IC50 in µM; 0.39% of 310,000 active; SV40 large T antigen ATPase/helicase inhibition assay; higher % means a stronger effect; in the data active = a potency from the dose series; inconclusive = inhibition mostly from about 32% at the one dose, without a potency; inactive = the rest, 99 in 100 with inhibition below about 32%; also: strong numbers were not always called active
Yfh1-off respiration = mitochondrial function rescue without frataxin homolog – Friedreich's ataxia, plus single-dose screen, dose response (AID 1465). 0.074% of 220,000 active. S. cerevisiae Yfh1-off respiration, WST-1 reduction, 72 h; higher fold induction means a stronger effect. fold induction at 50 µM; hits with a dose series show EC50 in µM;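 active = fold induction of absorbance versus untreated yeast above a set limit, then at least 30% activation at any dose in follow-up; inconclusive = repeats straddling the limit, or above it without dose testing; inactive = fold induction below the set limit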;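 also: activators that raise dye reduction in frataxin-depleted yeast; strong numbers were not always called active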
WT yeast gro inh mutant strain = also measured in WT yeast gro inh; calls as there; inhibition, %; mitochondrial fusion phenotypic screen, mutant strain inhibition
NS5 inhibitors pilot replicate = further read-out of NS5 inhibitors, marked with its call; inhibition, %; measured here: pilot screen replicate inhibition
Starred values were filed as active, the others as inactive; i = inactive; ? = inconclusive; / = no result given; [ ] = another dose, or the depositor's remark. Random draw from the library. About 2.2% of those tested had a hit in this group.

SMILES	ER stress rescue	West Nile antiviral	K1F lysis inhibition	RSV CPE inhibition	XIAP antagonists	WT yeast gro inh	WT yeast gro inh mutant strain	NS5 inhibitors	Large T inhibition	Yfh1-off respiration	others
CC(NC(=S)NCCc1ccccc1)C(c1cccs1)N1CCN(C)CC1 (stereo unspecified)	-3.3%	1.0%	-0.1%	-0.6%	-1.5%	4.2	-12.4	-2.8%	2.9%	i
CCOCCCn1c(SCC(=O)/C(C#N)=C(\C)N)nc2ccccc2c1=O	2.0%	0.5%	1.3%[50 µM]	1.2%	-15.0%	-14.9	-2.2	0.7%	8.8%	i
CCOC(=O)c1sc(=S)n(Cc2ccccc2)c1N	-0.3%	1.1%	0.9%	6.0%	-7.6%	44.6	45.5	3.7%	0.9%	i
O=C(NNC(=O)c1ccccc1F)c1cccs1	/	0.5%	0.7%	0.0%	/	/	/	-10.3%	7.6%	/
COc1ccc(-c2noc(Cc3cccs3)n2)cc1	0.8%	0.1%	0.8%	1.1%	0.3%	2.6	-0.8	-3.9%	1.4%	i
Cc1ccc(S(=O)(=O)NCC(=O)NCC(=O)OCC(=O)N2CC(=O)Nc3ccccc32)cc1C	1.7%	-0.2%	-0.3%	0.7%	-5.2%	-4.0	-2.6	-8.7%	14.9%	i
CCOc1ccccc1N1CCN(CC(=O)NC(=O)NCc2ccco2)CC1	4.0%	-0.4%	0.0%	0.0%	-4.7%	17.8	8.8	-2.2%	10.3%	i
COc1ccccc1NC(=O)CSc1nc(N)c(-c2ccccc2)c(=O)[nH]1	-1.1%	0.0%	-1.8%	3.8%	-7.8%	6.8	1.5	-3.7%	5.9%	i
CC(C)(Oc1ccc(Cl)cc1)C(=O)NCC1CCCO1 (stereo unspecified)	/	/	-1.3%	-0.6%	/	/	/	-5.9%	5.6%	/
CCC(C)(C)NC(=O)Cc1ccc(F)cc1	-2.1%	0.1%	/	1.7%	-8.4%	0.0	-0.8	/	0.0%	i
COCCNC(=O)c1cc(OC)c(OC)cc1[N+](=O)[O-]	1.8%	-0.1%	0.2%	0.7%	-4.7%	6.9	6.2	0.9%	2.8%	i
Cc1[nH]c2ccccc2c1CCN(Cc1cccs1)C(=S)NC(C)(C)C	-0.6%	-0.4%	-1.0%	0.3%	-1.9%	-19.3	-11.6	-3.5%	9.3%	i
CCOC(=O)CN1CC23C=CC(O2)C(C(=O)NCc2ccc(F)cc2)C3C1=O (stereo unspecified)	-2.3%	0.0%	7.6%	0.7%	-2.1%	16.9	-0.3	0.7%	0.7%	i
COc1ccc(CC(=O)Nc2ccccc2Oc2ccccc2)cc1	-0.5%	-1.2%	/	6.0%	2.1%	5.9	-0.4	/	/	i
CCC(C(=O)NCc1cccc(C)c1)n1nc(C)c2c(C)n(-c3ccccc3)nc2c1=O (stereo unspecified)	/	-0.4%	0.7%	/	/	/	/	-2.7%	7.7%	/
COc1ccc(NC(=O)C2CSC(C)(C)N2C=O)cc1 (stereo unspecified)	1.2%	-0.2%	-0.1%	0.5%	0.4%	-4.8	5.1	-6.2%	13.4%	i
Cc1ccc(CN2C3=NCCN3c3ccccc32)cc1	-1.5%	-0.3%	0.9%	-0.5%	-2.9%	9.0	8.8	-6.6%	6.2%	i
COc1ccc(CCNCC(=O)Nc2ccc(C(=O)N3CCCCC3)cc2)cc1	/	-0.6%	0.0%	0.8%	/	/	/	2.5%	12.5%	/
Cc1ccc(NC(=O)c2nc(S(=O)(=O)Cc3ccccc3)ncc2Cl)cc1	/	0.0%	1.4%	-2.4%	/	/	/	-43.4%	25.3%	/
COc1ccc(OC)c(C(=O)CN2C(=O)NC(C)(c3ccccc3)C2=O)c1 (stereo unspecified)	2.4%	-1.3%	0.2%	2.1%	0.1%	24.1	42.6	0.8%	15.6%	i
COc1cc(Cl)ccc1OCc1cc(C(=O)N(C)C2CCOC2)no1 (stereo unspecified)	/	-0.4%	-0.2%	1.2%	/	/	/	-13.6%	8.7%	/
COCCNC(=O)c1cccc(OC2CCN(Cc3ccc(F)c(OC)c3)CC2)c1	/	-1.6%	0.1%	4.0%	/	/	/	-5.2%	5.7%	/	NS5 inhibitors pilot replicate=-4.9
COc1ccc(Cl)cc1N1C(=O)c2cccnc2C1=O	/	-0.3%	-0.1%	0.2%	/	/	/	-6.8%	19.6%	/
COc1ccccc1-n1c([S-])c(C(=O)Nc2ccccc2C(F)(F)F)[n+]2ccc(C(=O)NCCO)cc12	0.8%	0.4%	0.9%	2.5%	-11.7%	-10.4	5.3	-11.1%	6.5%	i
COc1ccccc1OCc1cc(C(=O)N(C)CCC2CCCCO2)no1 (stereo unspecified)	/	0.2%	-0.2%	1.5%	/	/	/	-2.6%	4.9%	/
CNC(=O)c1sc(=S)n(-c2ccc(OC)cc2)c1N	-0.1%	0.1%	-0.3%	1.6%	-0.5%	-12.9	-0.9	0.0%	12.5%	i
O=C(O)CCC(=O)N1N=C(c2c(-c3ccccc3)c3cc(Cl)ccc3[nH]c2=O)CC1c1ccco1 (stereo unspecified)	-2.0%	-0.9%	0.7%[50 µM]	2.7%	-0.6%	5.2	3.4	2.9%	11.6%	i
CCOC(=O)Cn1c(=NC(=O)C2CC2)sc2c(C)cc(C)cc21	/	-0.5%	0.5%	-0.6%	/	/	/	-5.5%	7.4%	i
CCOC(=O)N1CCN(c2cc(=O)n(-c3ccc(OC)cc3)c(=O)[nH]2)CC1	-1.8%	0.7%	0.3%	0.3%	-1.5%	-1.2	5.1	-8.0%	-2.3%	i
O=[N+]([O-])c1ccc(COc2ccc(-c3[nH]ncc3-c3ccc(Cl)cc3)c(O)c2)cc1	-1.8%	20.6%	1.3%	?	-13.0%	94.0*	90.3*	-0.7%	-3.0%	i
CCn1cc(C(=O)Nc2ccc(OC)c(OC)c2)c2cc(OC)c(OC)cc2c1=O	-2.7%	0.5%	0.0%	1.0%	-4.4%	3.0	16.6	-9.8%	15.0%	i
CCCCCCNC(=O)c1c(O)c2ccccc2[nH]c1=O	0.0%	1.2%	-1.1%	-0.5%	1.5%	6.2	16.2	-8.9%	6.0%	i
Cc1nn(S(=O)(=O)c2ccc(C(C)C)cc2)c(C)c1S(=O)(=O)N1CCOCC1	/	-0.1%	0.5%	1.7%	/	/	/	0.0%	2.4%	/
COc1ccc(Cn2nnnc2C(c2ccccc2Cl)N2CCN(C)CC2)cc1 (stereo unspecified)	1.9%	-0.1%	0.4%	/	-8.0%	-5.5	-2.2	/	-0.9%	i
COc1ccc(Nc2c3c(nc4ccccc24)CCC3)c(OC)c1	/	-2.7%	-0.2%	3.2%	/	/	/	7.8%	5.0%	/
Cc1ccc(/C([O-])=C(/C(=S)Nc2ccc(SC(F)F)cc2)[n+]2ccccc2)cc1[N+](=O)[O-]	/	0.2%	0.5%	7.4%	0.8%	30.2	15.2	-8.5%	3.4%	i
O=C(N/N=C/C=C\c1ccco1)c1cccnc1	-1.3%	0.6%	0.9%	1.7%	-1.7%	-4.2	17.3	23.1%	?	i
S=c1[nH]nc(-c2ccccc2)n1/N=C/c1cccc(Cl)c1	/	0.9%	1.4%	2.9%	/	/	/	-18.3%	-0.4%	/
CC(Sc1nc2cc([N+](=O)[O-])ccc2n1-c1ccc(F)cc1)C(=O)NCc1ccc2c(c1)OCO2 (stereo unspecified)	-2.1%	-0.2%	0.2%	1.2%	-5.4%	-0.7	-21.4	-5.1%	16.1%	i
Cc1c(Cc2ccccc2)c(=O)oc2cc(OCC(=O)c3ccccc3)ccc12	-1.2%	-0.7%	0.7%	6.2%	-0.7%	0.3	-19.7	0.4%	7.2%	i
C/C(=N\NC(=O)c1cc(Br)ccc1O)c1ccccn1	/	?	0.1%	-0.7%	/	/	/	4.7%	18.2%	/
Cc1ccc(CN(Cc2cccnc2)C(=S)Nc2cc(Cl)ccc2C)cc1	1.5%	-1.1%	0.2%	3.2%	-3.0%	65.8*	29.6*	-6.1%	4.2%	i
Cc1c(NC(=O)OCCNC(=O)COc2ccc(Cl)cc2Cl)sc(=S)n1C	-3.0%	-1.1%	1.8%[50 µM]	19.1%	-4.4%	-20.5	16.4	2.9%	7.1%	i
Cc1nn(-c2ccccc2)c(C)c1C(=O)OCC(=O)N1c2ccccc2NC(=O)C1(C)C	-1.4%	1.8%	0.1%	1.3%	-1.7%	-5.1	-39.6	-2.1%	-4.7%	i
Cc1ccc(NC(=O)CC2Nc3ccccc3NC2=O)cc1Cl (stereo unspecified)	-5.2%	0.2%	-0.2%	/	-5.6%	/	/	-1.1%	/	i
O=C1c2ccccc2C(=O)N1CCCCn1c(=O)oc2ccccc21	0.8%	0.0%	-0.2%	1.1%	-4.4%	12.3	15.4	-10.2%	4.4%	i
CCS(=O)(=O)N1N=C(c2ccc(NS(C)(=O)=O)cc2)CC1c1ccccc1 (stereo unspecified)	-3.9%	0.2%	0.3%[50 µM]	1.1%	-3.6%	-7.5	-8.5	-8.6%	5.7%	i
O=C(/C=C/c1ccc(Cl)cc1Cl)Nc1cccc(S(=O)(=O)NC2=NCCCCC2)c1	-7.2%	-1.9%	-0.6%[50 µM]	?	-6.3%	6.8	18.1	-6.5%	-2.5%	i
Cc1cc(NC(=O)CSc2nc(-c3ccccc3Cl)nc3c2c(=O)n(C)c(=O)n3C)no1	-0.5%	0.5%	0.3%	1.4%	-7.8%	-2.6	2.1	-0.8%	9.2%	i
N#Cc1cnn2ccc(-c3cc(N4CCOCC4)ccc3[N+](=O)[O-])nc12	/	-0.4%	0.6%	3.2%	-6.3%	-22.9	6.6	-0.7%	9.6%	i
CCN(C(=S)Nc1ccc(Oc2ccccc2)cc1)c1ccccc1	1.6%	-0.2%	5.0%	0.9%	4.1%	-4.8	-9.8	-14.2%	13.5%	i
O=[N+]([O-])c1cc(-c2ccc(C(=S)N3CCOCC3)o2)ccc1Cl	/	-0.9%	0.5%	-0.6%	-4.8%	51.1	36.5	23.3%	11.2%	i
COc1ccccc1C(=O)NC(=O)COC(=O)c1ccc(NC(=O)CC#N)cc1	/	/	1.9%[50 µM]	-1.3%	/	/	/	1.4%	14.6%	/
O=C(Nc1ccc(Cl)cc1N1CCOCC1)C1CC1	/	-0.3%	0.1%	2.1%	/	/	/	-6.2%	3.7%	/
O=C1C(Oc2ccccc2)C(c2cccs2)N1Cc1ccc2c(c1)OCO2 (stereo unspecified)	2.7%	0.8%	1.5%	-1.8%	-6.7%	-22.8	0.3	0.7%	-4.7%	i
